Thrombin inh: human alpha-thrombin inhibitors, primary screen, counter-screen for coagulation protease inhibitor project, biochemical, 1536-well, fluorogenic AMC substrate. inhibition, % at 5 µM. 220,000 tested, 0.26% active. Prothrombin (Homo sapiens), P00734. AID 1046, 2008. Boc-VPR-AMC fluorogenic substrate cleavage;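 active = inhibition at or above 40%; inactive = inhibition below 40%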;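 also: 0% = enzyme with no compound and 100% = wells without enzyme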
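signal = AMC fluorescence, 355/460 nm | material = human alpha-thrombin enzyme | control set = enzyme without compound as high, wells lacking enzyme as low | times = reaction at room temperature | read-out basis = percent inhibition scaled between no-compound controls and no-enzyme blanks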
14-3-3 Bad inh: inhibitors of 14-3-3 zeta/Bad binding, primary screen, biochemical, TR-FRET, bovine 14-3-3 zeta | 14-3-3 protein zeta/delta (Bos taurus), P63103 | TR-FRET 14-3-3zeta/Dy647-pBad peptide displacement, 1 h | inhibition, % at 21.7 µM | 220,000 tested, 0.71% active | AID 781, 2007;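 active = inhibition above about 70%, limit read from the data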;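 also: 0% = full 14-3-3 plus peptide FRET controls and 100% = background without 14-3-3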
EBV gp42 block: Epstein-Barr virus gp42 inhibitors, primary screen, biochemical, uHTS, fluorescence polarization; 220,000 tested, 0.42% active; inhibition, % (tested at 21.74 µM); Glycoprotein 42 (Epstein-Barr virus (strain AG876)), Q1HVG2; AID 1085, 2008; Fluorescence polarization binding assay, mP read-out; in the data active = inhibition above about 50%
Target sequence (Q1HVG2 whole entry, looked up): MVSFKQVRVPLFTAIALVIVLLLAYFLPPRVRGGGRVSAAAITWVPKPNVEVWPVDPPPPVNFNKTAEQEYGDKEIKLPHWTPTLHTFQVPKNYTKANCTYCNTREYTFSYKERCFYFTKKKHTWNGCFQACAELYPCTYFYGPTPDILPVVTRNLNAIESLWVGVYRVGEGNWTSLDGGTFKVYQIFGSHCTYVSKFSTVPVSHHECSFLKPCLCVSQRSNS
Rad51 HR inh: human RAD51 strand exchange inhibitors, primary screen, biochemical, fluorescence. inhibition, % at 10 µM. 200,000 tested, 0.085% active. hRad51 DNA strand exchange, fluorescence dequenching;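 active = inhibition above 40% at the single screening dose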;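 also: 0% = DMSO control wells and 100% = blanks with heterologous ssDNA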
Target sequence (Q06609 whole entry, looked up): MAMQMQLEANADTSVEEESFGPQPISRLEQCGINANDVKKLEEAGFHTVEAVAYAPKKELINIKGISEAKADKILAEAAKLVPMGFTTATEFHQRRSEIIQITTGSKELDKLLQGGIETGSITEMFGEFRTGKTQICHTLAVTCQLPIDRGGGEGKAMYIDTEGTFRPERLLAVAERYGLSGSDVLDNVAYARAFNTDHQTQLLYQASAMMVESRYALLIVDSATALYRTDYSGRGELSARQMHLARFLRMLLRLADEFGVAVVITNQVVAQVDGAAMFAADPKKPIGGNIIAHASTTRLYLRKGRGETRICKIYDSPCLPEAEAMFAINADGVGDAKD
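Material: Human Rad51 nucleoprotein filaments preassembled on unlabelled ssDNA | Also added: Labelled 47-mer dsDNA for strand exchange | Dosing: Single dose, 10 µM final compound | Schedule: 30-min compound preincubation and 15-min exchange, both room temperature | Technique: Fluorescence dequenching at 485/520 nm | Measure: Percent inhibition relative to plate controls and blanks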
Cl transport mod: KCC2 cotransporter modulators, thallium flux, primary screen, cell-based, HEK293 KCC2, FluoZin-2 fluorescence, MLSMR; KCC2 cells, thallium flux FluoZin-2 fluorescence; 190,000 tested, 2.2% active; Solute carrier family 12 member 5 (Homo sapiens), Q9H2X9; AID 1456, 2008; B-score of Tl+ flux slope (higher = more flux/activation; lower = inhibition) at 10 µM;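 active = thallium flux slope and its plate-corrected score both differing from the plate sample mean at a set confidence after two filtering rounds, in either direction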;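 also: slope of fluorescence scaled to starting intensity during 10 to 20 s after thallium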
NCF1 inh: p47phox/p22phox peptide binding inhibitors, primary screen, biochemical, uHTS, NADPH oxidase regulatory subunit | Neutrophil cytosol factor 1 (Homo sapiens), P14598 | fluorescence polarization, 2 h | inhibition, % at 24.7 µM | 220,000 tested, 0.53% active | AID 1274, 2008;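 also: 0% = p47phox with labelled peptide and 100% = labelled peptide alone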
eIF4E-4G inh: eIF4E–eIF4G protein interaction inhibitors, primary screen, biochemical, uHTS, TR-FRET, eIF4GI fragment; 220,000 tested, 0.37% active; Eukaryotic translation initiation factor 4E (Mus musculus) + Eukaryotic translation …; TR-FRET eIF4E-eIF4GI(517-606) binding, 2 h; inhibition, % at 21.7 µM; AID 782, 2007;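 also: 0% = full FRET control wells and 100% = background wells lacking eIF4GI fragment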
Furin inh: human furin inhibitors, primary screen, biochemical, fluorescence intensity | P09958 | purified furin, fluorogenic substrate cleavage | inhibition, % at 30 µM | 220,000 tested, 0.061% active; in the data active = inhibition above about 25%; also: inactives centre near -15
hK5 inh: human KLK5 protease inhibitors, primary screen, biochemical, 1536-well | Kallikrein-5 (Homo sapiens), Q9Y337 | recombinant hK5, fluorogenic AMC substrate cleavage | inhibition, % at 5 µM | 210,000 tested, 0.59% active;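 active = inhibition of 40% or more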;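 also: 0% = enzyme controls without compound and 100% = no-enzyme blanks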
Target sequence (Q9Y337 67-293 limits assumed): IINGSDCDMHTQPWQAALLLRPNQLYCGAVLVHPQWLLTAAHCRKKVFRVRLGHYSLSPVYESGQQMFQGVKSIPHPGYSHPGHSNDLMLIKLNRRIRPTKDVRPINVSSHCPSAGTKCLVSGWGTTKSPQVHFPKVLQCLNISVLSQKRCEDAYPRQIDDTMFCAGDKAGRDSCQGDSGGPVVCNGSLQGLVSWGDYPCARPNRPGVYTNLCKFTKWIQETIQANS
The depositor's hits bear a star; / = no result given; [ ] = dose if it differs, or a comment.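 The calls were made as follows, unless noted: active = inhibition above about 30% (limit read from the data); inactive = the rest.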

SMILES	Thrombin inh	14-3-3 Bad inh	EBV gp42 block	Rad51 HR inh	Cl transport mod	NCF1 inh	eIF4E-4G inh	Furin inh	hK5 inh
CCOCCCNC(=O)N[C@@H](C)C(=O)OC	1.3	-7.8	-6.8	-3.3	/	-4.3	1.6	-26.7	2.6
CCCCN(CC)CCNC(=O)CN(C)S(=O)(=O)c1ccc2c(c1)c(=O)n(C)c(=O)n2C	-3.2	1.8	0.1	-0.7	/	-11.7	1.3	-23.3	-2.1
COc1ccccc1OCC(=O)Nc1ccc(S(=O)(=O)Nc2nc(C)cc(C)n2)cc1	1.5	13.0	16.6	-7.5	-0.0119	-11.1	-5.4	-15.4[20 µM]	15.2
COc1ccc2[nH]c(C(=O)NCc3ccc4c(c3)OCO4)cc2c1	-4.9	0.5	2.8	17.8	-0.634	-1.9	4.7	-26.1	-4.8
C=CCOC(=O)c1ccc(-n2cncn2)nc1	-3.0	-4.8	-7.6	7.9	0.697	1.3	-1.1	-22.3[20 µM]	-27.1
CCCS(=O)(=O)N1CCN(C(=O)c2ccccc2F)CC1	3.9	1.3	-10.1	0.9	/	-12.6	-2.1	-12.7[20 µM]	-18.6
O=C(Nc1nnc(C2CC2)s1)c1cc(-c2ccccc2)nn1-c1ccccc1	-1.6	-7.7	-36.6	-16.4	0.305	-35.6	-31.2	-7.7	-9.8
COc1ccc(NS(=O)(=O)c2ccc3oc4ccccc4c3c2)cn1	-8.8	-4.3	14.3	-6.5	-0.448	-7.4	9.6	-20.1[20 µM]	5.0
COc1ccc(CN2CCOC2=O)cc1OC	2.2	-2.2	-12.9	-3.3	0.488	-11.8	1.1	-26.4	3.0
CC1(C)CN(c2ccc(F)cc2)C1=O	-5.8	-7.2	-22.1	-12.7	/	-11.8	0.5	-7.2	7.1
NC(=O)CSc1nnc(-c2ccco2)n1N	0.8	-2.7	-20.5	-7.0	-0.112	-5.4	-3.5[fluorescence artefact?]	-11.8[20 µM]	-13.3
COc1cccc(C2CC(c3ccccc3)=NN2S(=O)(=O)c2ccccc2)c1OC (stereo unspecified)	2.0	-1.4	-30.7	/	-0.0469	-9.6	1.0	-19.7	15.0
Cc1ccc(-c2nc3ccc([N+](=O)[O-])cc3[nH]2)cc1	5.9	-18.7	17.0	11.5	-0.658	-13.6	0.8	-10.5	9.6
COc1cc(SC)ccc1C(=O)Nc1ccc2c(c1)CCN2S(C)(=O)=O	1.1	12.7	4.2	-2.5	/	-6.3	0.5	-19.2	-0.7
O=C(Cc1c[nH]c2ccccc12)Nc1nccs1	-3.9	-19.6	-16.6	-2.9	0.14	-0.1	-3.5	-24.9	-21.8
COc1ccc2nc(C)[nH]c(=O)c2c1	0.5	/	-13.3	5.3	0.964	0.6	/	-24.5	-9.0
Cc1cccc2cc(C#N)c(NCCCNS(=O)(=O)c3ccc(Cl)cc3)nc12	1.1	0.1	-13.3	-2.9	-0.21	-33.4	-9.6	-20.8	2.2
O=C(NC1CCCCC1)C(c1cccs1)N(CC1CCCO1)C(=O)c1csnn1 (stereo unspecified)	18.9	-13.7	-7.4	-2.6	-0.54	-6.2	-7.9	-26.0	30.7
Cc1cccc(NC(=O)/C(=C/c2cccc([N+](=O)[O-])c2)NC(=O)c2cccs2)c1	-1.2	6.4	-15.3	3.9	0.297	4.5	5.0	-5.2	-4.8
CCNC(=S)N1CCC(C(O)(c2ccccc2)c2ccccc2)CC1	2.8	-9.7	3.7	13.3	-0.825	-9.7	0.2	-22.8	-6.5
CCN1CCN(c2cc(C)c3cc(NC(=S)N(CC)CC)ccc3n2)CC1	-5.5	12.9	-3.1	-3.3	-0.998	-7.5	5.3	-27.3	2.9
CCc1nc(NC(=O)NS(=O)(=O)c2ccccc2C(=O)OC)nc(OC)n1	-1.9	0.5	-8.4	/	1.24	-4.7	0.3	-28.0	/
CC(=O)c1cc2c(cc1NC(=O)CCn1cccc1)OCO2	-2.2	6.5	-8.9	4.6	/	-11.3	1.6	-13.6	0.1
COc1ccc(OC)c(NC(=O)CNC(=O)Cn2ccc3ccccc3c2=O)c1	-5.2	0.7	-2.0	-4.1	-0.852	-10.8	-2.3	-12.3	-20.9
c1ccc2c(c1)NC(c1ccncc1)n1c-2nc2ccccc21 (stereo unspecified)	2.5	-10.7	-13.4	1.9	-0.481	16.2	9.3	-12.0	-32.0

Profiles, quoted from the list.
Profile of O=C(Nc1nnc(C2CC2)s1)c1cc(-c2ccccc2)nn1-c1ccccc1 = Thrombin inh: -1.6; 14-3-3 Bad inh: -7.7; EBV gp42 block: -36.6; Rad51 HR inh: -16.4; Cl transport mod: 0.305; NCF1 inh: -35.6; eIF4E-4G inh: -31.2; Furin inh: -7.7; hK5 inh: -9.8
Profile of CCc1nc(NC(=O)NS(=O)(=O)c2ccccc2C(=O)OC)nc(OC)n1 = Thrombin inh: -1.9; 14-3-3 Bad inh: 0.5; EBV gp42 block: -8.4; Rad51 HR inh: /; Cl transport mod: 1.24; NCF1 inh: -4.7; eIF4E-4G inh: 0.3; Furin inh: -28.0; hK5 inh: /

Next structures follow:
SMILES	Thrombin inh	14-3-3 Bad inh	EBV gp42 block	Rad51 HR inh	Cl transport mod	NCF1 inh	eIF4E-4G inh	Furin inh	hK5 inh
COc1ccc(CCNC(=O)c2ccc(C)s2)cc1OC	0.1	-3.9	-0.7	-1.2	0.355	-2.3	1.8	-18.5	7.8
Cc1cc(-c2cc(-c3ccc(Cl)cc3)nc(N)c2C#N)co1	0.0	21.2[fluorescence artefact?]	11.9	/	0.869	-12.4	16.1[fluorescence artefact?]	-23.5	0.0
COc1ccccc1N1CCN(/N=C\c2sccc2C)CC1	-5.3	-0.1	6.8	-15.8	0.137	-9.0	-0.7	-5.2	-7.4
O=C(NNC(=S)Nc1ccc(F)cc1)[C@H]1C[C@@H]1c1ccccc1	-10.3	-10.0	-4.6	/	-0.37	-5.8	0.0	-17.2	-12.6
COc1ccc(-c2cc(C(=O)N3CCCc4ccccc43)no2)cc1OC	-3.1	6.1	-2.2	-1.4	-1.41	-6.2	-6.5	-29.2	15.5
CCOC(=O)Nc1ccccc1C(=O)Nc1cc(C)cc(C)c1	3.9	-5.1	1.6	-7.2	0.895	-10.9	-6.3	-24.2	-18.3
O=C(N/N=C/c1c[nH]c2c1ccc1ccccc12)c1ccc([N+](=O)[O-])cc1	0.5	44.6[fluorescence artefact?]	-33.9	-0.8	0.88	-12.3	3.3	7.2	0.7
O=C(Nc1nc2c(s1)CCCC2)c1ccc(Br)s1	22.5	-3.4	-1.6	2.6	-0.0206	-15.8	-6.8	-14.9	23.0
Nc1nc(SCC(=O)Nc2ccccc2-c2ccccc2)n[nH]1	14.9	-13.8	-4.4	-7.2	0.103	-3.5	9.7	-21.8[20 µM]	22.8
CCn1c(O)c(N=NC2=NC(=O)CS2)c2ccccc21	1.1	6.3[fluorescence artefact?]	-7.8	3.8	0.0627	-2.2	-1.1[fluorescence artefact?]	2.4	-6.0
COc1ccc(-n2cnnc2SCc2csc(-c3ccccc3)n2)cc1	3.5	3.3	-24.6	-5.7	-0.782	3.2	-4.8	-10.2	-4.8
CN(C)c1ccc(C2CC(=O)C=C(Nc3ccccc3N)C2)cc1 (stereo unspecified)	-0.8	-7.4	-2.1	-13.3	-2.2	5.6	8.8	-12.0	0.8
CSc1nc(C)cc(SCC(=O)Nc2ccc(Cl)cc2Cl)n1	-0.8	-2.1[fluorescence artefact?]	-2.1	5.2	-0.942	-3.5	-0.8	-17.2[20 µM]	-4.5
COc1ccc(/C=N/NC(=S)Nc2c(C)n(C)n(-c3ccccc3)c2=O)cc1OC	-4.8	1.4	-16.3	10.4	-0.566	-3.8	1.1	12.1	-8.9
Clc1ccc(OCc2cnc(Cl)s2)cc1	-3.9	-9.0	-10.9	/	/	0.8	-0.7	-20.5[20 µM]	-2.6
O=C(Nc1ccccc1-c1nnn(CC(=O)N2CCOCC2)n1)c1ccc(F)cc1	-9.5	-9.1	-6.2	-4.1	0.256	-5.4	-0.7	-21.5	0.2
COC(=O)CCN1CCN(S(=O)(=O)c2cccc(Br)c2)CC1	-2.0	-11.8	-12.3	25.9	0.755	-8.9	-0.5	-16.7	-3.0
COC(=O)c1cc2occc2n1Cc1nc(-c2ccc(Cl)cc2)oc1C	-1.2	-2.3[fluorescence artefact?]	-13.2	/	0.414	-7.1	-3.1	-8.1	-13.3
CCSc1nnc(NC(=O)CC)s1	0.3	-1.5	-16.8	-0.2	-0.0383	1.4	-1.9	-18.2	6.5
O=C1CN(C(=O)CSc2nc3ccccc3n2CCc2ccccc2)c2ccccc2N1	-7.4	-4.8	-19.3	-6.4	1.36	-0.1	-1.1[fluorescence artefact?]	-11.8	-16.6
Cc1nn(C)cc1CNC(=O)c1ccccc1Br	-1.9	0.5	-17.5	-5.5	0.658	-7.2	-10.0	-14.5[20 µM]	5.8
Cc1ccc(S(=O)(=O)CC(=O)N(C)C)cc1	-1.8	16.6[fluorescence artefact?]	-18.7	-3.1	0.0392	-11.3	4.2	-24.4[20 µM]	-25.6
CCCCN(C)CCCNC(=O)CN1C(=O)CSc2ccc(S(=O)(=O)N3CCOCC3)cc21	-3.5	6.1[fluorescence artefact?]	5.8	/	2.02	6.7	4.1	-5.0	-7.1
O=C(Nc1cccc(C(F)(F)F)c1)C(Sc1ncnc2ccccc12)c1ccccc1 (stereo unspecified)	-14.4	-7.7	-23.0	-4.0	-0.0553	-46.3	-0.9	-21.3	-10.6
Cc1ccc(Cn2cccc(NC(=O)c3ccco3)c2=O)cc1	-12.0	-1.8	-0.8	2.2	0.211	-6.8	2.8	9.3	-10.5

Source: PubChem (several laboratories)
